Bioassay records as filed in PubChem.
BAP1 block = inhibitors of human BAP1 deubiquitinase | Q92560 | recombinant BAP1, Ub-AMC hydrolysis fluorescence kinetic; hits give low values | activity remaining (% of control), % at 20 µM | 72,000 compounds, 0.48% hits | AID 436;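 active means activity remaining at or below 50% of control, provided the compound also passes the data quality filters; inactive means the rest, including low values that fail the filters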;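 further: 100% = DMSO wells rate and 0% = substrate alone blank rate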
Target sequence (Q92560 whole entry, looked up): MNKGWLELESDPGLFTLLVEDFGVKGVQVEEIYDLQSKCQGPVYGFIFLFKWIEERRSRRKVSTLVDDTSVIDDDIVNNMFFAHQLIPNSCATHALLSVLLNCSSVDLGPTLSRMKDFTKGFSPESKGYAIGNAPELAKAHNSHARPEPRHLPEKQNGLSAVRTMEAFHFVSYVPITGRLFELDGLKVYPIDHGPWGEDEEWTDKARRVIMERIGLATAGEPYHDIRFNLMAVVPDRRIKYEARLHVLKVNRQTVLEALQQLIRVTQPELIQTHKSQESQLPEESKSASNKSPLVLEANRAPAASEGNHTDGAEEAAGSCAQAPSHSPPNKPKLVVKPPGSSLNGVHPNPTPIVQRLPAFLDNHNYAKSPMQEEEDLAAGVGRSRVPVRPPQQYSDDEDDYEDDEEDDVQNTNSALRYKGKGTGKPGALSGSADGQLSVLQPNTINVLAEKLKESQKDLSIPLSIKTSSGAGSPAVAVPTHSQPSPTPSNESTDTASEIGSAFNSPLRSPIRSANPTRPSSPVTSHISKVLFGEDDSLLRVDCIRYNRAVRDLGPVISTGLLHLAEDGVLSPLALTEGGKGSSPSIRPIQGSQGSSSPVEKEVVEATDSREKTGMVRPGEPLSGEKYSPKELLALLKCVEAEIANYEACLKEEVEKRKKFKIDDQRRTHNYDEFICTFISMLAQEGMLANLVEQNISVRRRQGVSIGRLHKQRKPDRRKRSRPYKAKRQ
HePTP inhibitor = inhibitors of human HePTP phosphatase; inhibition, % at 20 µM; AID 521; P35236; 110,000 compounds, 0.64% hits; recombinant HePTP phosphatase activity, OD absorbance; in the data active means inhibition above about 50%;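 further: plate controls were vehicle for no effect and reference inhibitor for full effect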
Target sequence (P35236 whole entry, looked up): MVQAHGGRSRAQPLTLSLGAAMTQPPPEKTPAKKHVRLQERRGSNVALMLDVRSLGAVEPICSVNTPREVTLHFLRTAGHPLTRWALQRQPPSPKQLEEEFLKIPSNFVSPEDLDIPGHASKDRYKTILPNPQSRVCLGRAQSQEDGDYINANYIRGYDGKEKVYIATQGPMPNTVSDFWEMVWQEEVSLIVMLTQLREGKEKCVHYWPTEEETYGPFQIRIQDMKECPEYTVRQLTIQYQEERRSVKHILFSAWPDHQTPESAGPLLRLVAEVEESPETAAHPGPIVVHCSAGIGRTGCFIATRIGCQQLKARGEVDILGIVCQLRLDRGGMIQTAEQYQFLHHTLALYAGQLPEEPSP
The depositor's hits bear a star; . = not tested or not shown; & = joins results of further samples.

Each structure is followed by: BAP1 block | HePTP inhibitor
Cc1cc(C)c(S(=O)(=O)Nc2ccc(OCC(=O)O)cc2)c(C)c1
    89 | -12
COc1ccc(-n2nnnc2SCC(=O)N2CCOCC2)cc1
    102 | 13
C=CCc1cccc(/C=N/c2nc3ccccc3n2CCC)c1O
    . | -20
Cc1ccc([N+](=O)[O-])cc1NC(=O)COc1cccc(C)c1C
    . | 12
CC(C)NC(=O)c1ccccc1NC(=O)CN(c1ccc2c(c1)OCO2)S(C)(=O)=O
    98 | 3
CCCN1C(=O)NC2(O)C(=O)c3ccccc3C12O (centres undefined)
    97 | 8
O=C(Nc1ccccc1Br)NS(=O)(=O)c1ccccc1Cl
    . | -17
CCOC(=O)CSC1=C(C#N)C(c2ccccc2OC)CC(=O)N1 (centres undefined)
    95 | 1
CCC12CN(C(=O)c3ccc(OC)cc3)CC(CC)(CN(C(=O)c3ccc(OC)cc3)C1)C2=O
    100 | -4
Clc1ccc(-n2ncnc2-c2cccc(Cl)c2)cc1
    . | -6
O=C(NC1CCS(=O)(=O)C1)/C(NC(=O)c1ccccc1)=C(/Sc1ccccn1)c1ccccc1 (centres undefined)
    . | 4
CC1Cc2cc(/C(O)=C3/C(=O)C(=O)N(CCCN(C)C)C3c3ccncc3)ccc2O1 (centres undefined)
    74 | -10
CCOc1ccc(C(=O)Nc2cccc(NC(=O)c3cccc(Cl)c3)c2)cc1Cl
    . | 0
COC(=O)C1=NNC2C(=O)N(c3ccc(Cl)cc3)C(=O)C12 (centres undefined)
    . | -8
O=C(Nc1ccc(-c2nc3ccccc3o2)c(O)c1)c1ccc(-c2ccc([N+](=O)[O-])cc2)o1
    . | 31
O=C1S/C(=C\c2ccc(O)cc2)C(=O)N1c1ccc(O)cc1
    . | 0
Cc1c(C(=O)Nc2ccccc2)sc2nc(-c3ccccc3)cn12
    50 | -9
O=C(OCC(F)(F)C(F)F)c1ccccc1C(=O)Oc1ccc(F)cc1F
    91 | 7
O=C(O)CCc1nnc2n(Cc3ccc(F)cc3)c(=O)c3ccccc3n12
    92 | 8
Cc1ccc(Nc2nc(N)nc(CN3CCN(C)CC3)n2)cc1
    102 | 9
COc1ccc(NC(=O)C(=O)NCc2ccc(C)cc2)c(OC)c1
    . | 6
CCC1(C)Cc2c(sc3c2c(=O)n(C)c2nnc(SCC(=O)c4ccccc4)n32)CO1 (centres undefined)
    152 | -1
COc1ccc(C2CC(C(F)(F)F)n3nc(C(=O)Nc4cc(C(F)(F)F)ccc4Cl)c(Cl)c3N2)cc1OC (centres undefined)
    . | 1
O=C(c1cccs1)N(Cc1ccco1)Cc1cc2ccccc2[nH]c1=O
    86 | -3
O=C(COc1ccc2ccccc2c1)N/N=C\c1cc(O)c(O)c(Br)c1
    . | 2
CCOc1ccc(-c2nnn(CC(=O)NCc3ccc(OC)cc3)n2)cc1OCC
    80 | -1
CCn1cc(Br)c(-c2nc3ccccc3c(=O)n2N)n1
    94 | 9
Brc1ccc(/C=N/N2CCN(c3ccccn3)CC2)cc1
    . | 9
CC1(C)CC(=O)c2cc(C(=O)Nn3cnnc3)c(=O)n(-c3ccccc3)c2C1
    . | 7
O=C(NCCc1ccccc1)c1ccc2c(c1)N(Cc1ccccc1)C(=O)CS2=O (centres undefined)
    80 | -2
O=C(CSc1ccccc1)Nc1nnc(CCC(=O)c2ccccc2)s1
    . | -11
CC1=C(C(=O)Nc2cc(Cl)ccc2C)C(c2ccc(N(C)C)cc2)NC(=S)N1 (centres undefined)
    . | -1
COc1cc(C=C2C(=O)NC(=S)NC2=O)ccc1OCCOc1ccc(C(C)(C)C)cc1
    . | 11
COc1ccc(-c2cc(C(F)(F)F)nc(N3CCOCC3)n2)cc1OC
    . | -1
CCOCCOC(=O)c1ccc(NC(=O)COc2c(C)cccc2C)cc1
    . | -5
O=C(/C=C/c1ccccc1)N1CCN(c2ccccc2)CC1
    . | -27
CCOC(=O)c1c(NC(=O)C2C3CCC(O3)C2C(=O)O)sc2c1CCCC2 (centres undefined)
    . | 8
CCOc1ccc2c3c(c(=O)oc2c1OCC)CCCC3
    . | 0
CC(=O)C1=C(O)C(=O)N(CC2CCCO2)C1c1ccc([N+](=O)[O-])cc1 (centres undefined)
    . | -4
CC(C)OC(=O)c1c(NC(=O)c2ccc(Br)o2)sc2c1CCCCC2
    . | 3
CCOc1ccccc1-n1sc2c(c1=S)-c1cc(C)ccc1NC2(C)C
    . | 5
CC(=O)c1cccc(NC(=O)N2CCCC2C(=O)NC2CCCCC2)c1 (centres undefined)
    99 | -2
CCOC(=O)C1=C(O)/C(=C\c2cccc([N+](=O)[O-])c2)SC1=Nc1ccc(OC)cc1
    . | -8
CCC(CO)n1cnnc1-c1ccncc1 (centres undefined)
    105 | -6
Cc1nccn1S(=O)(=O)c1cc(Cl)ccc1Cl
    . | 1
O=C(CSc1nnnn1-c1ccc(Cl)cc1)NC(=O)Nc1ccc2c(c1)OCCO2
    63 | 11
CC1CC(C)CN(C(=O)c2ccc(Cl)cc2Cl)C1 (centres undefined)
    . | 6
COc1cccc(C2NC(=O)NC(C)=C2C(=O)Nc2ccccc2C)c1 (centres undefined)
    107 | 12&-3
CCOC(=O)N1CCN(C(=O)Nc2sc3nc4n(c(=O)c3c2C)CCC(C)CC4)CC1 (centres undefined)
    99 | 5
Cc1cc(C)n2nc(-c3cccc(Br)c3)cc2n1
    . | 7

Next section
Each structure is followed by: BAP1 block | HePTP inhibitor
CSc1ccccc1NC(=O)c1cc2n(n1)C(C(F)(F)F)CC(c1ccc(Br)cc1)N2 (centres undefined)
    . | 5
O=C(CSc1nnc(CN2CCOCC2)n1-c1ccccc1)N1CCc2ccccc21
    148 | 13
CC1CC(C)CN(c2ncnc3c2cnn3-c2ccc(Cl)cc2)C1 (centres undefined)
    75 | 8
CC(=O)C12c3ccccc3C(c3ccccc31)C1C(=O)N(c3cccc(C(=O)O)c3)C(=O)C12 (centres undefined)
    . | -11
CCOC(=O)C1CCCN(C(=O)CCC(=O)Nc2ccc3nc(N4CCOCC4)cc(C)c3c2)C1 (centres undefined)
    . | -2
CCOCc1ccc(O)c2ncccc12
    . | -3
CCCc1nc2oc3cc(OC)ccc3c(=O)c2c(=O)n1Cc1ccco1
    99 | 10
Cc1ccc(N2NC(=O)/C(=C/c3ccc(N4CCOCC4)cc3)C2=O)cc1C
    . | 5
O=C(Nc1cccc(Cl)c1)c1ccc(CN2CCN(c3ccccc3)CC2)cc1
    . | -4
COC(=O)c1c(NC(=O)c2cccc(C)c2)sc(Cc2ccccc2)c1C
    . | -5

Exported field by field: entries from further up
Molecule: O=C(CSc1nnc(CN2CCOCC2)n1-c1ccccc1)N1CCc2ccccc21
  BAP1 block = 148 | HePTP inhibitor = 13
Molecule: CC1CC(C)CN(c2ncnc3c2cnn3-c2ccc(Cl)cc2)C1 (centres undefined)
  BAP1 block = 75 | HePTP inhibitor = 8
Molecule: CC(=O)C12c3ccccc3C(c3ccccc31)C1C(=O)N(c3cccc(C(=O)O)c3)C(=O)C12 (centres undefined)
  BAP1 block = . | HePTP inhibitor = -11
Molecule: CCOC(=O)C1CCCN(C(=O)CCC(=O)Nc2ccc3nc(N4CCOCC4)cc(C)c3c2)C1 (centres undefined)
  BAP1 block = . | HePTP inhibitor = -2

More entries follow:
Each structure is followed by: BAP1 block | HePTP inhibitor
CN1CCN(C(=O)c2cc3c(s2)-c2ccccc2S(=O)(=O)C3)CC1
    89 | 2
CCc1ccccc1N(CC(=O)Nc1ccc(I)cc1)S(C)(=O)=O
    . | -9
O=C(Nc1cccc(-c2csc(-c3ccccc3)n2)c1)c1cc2ccccc2oc1=O
    . | -4
CCCCc1ccc(NC(=O)C2CCCO2)cc1 (centres undefined)
    98 | 3
CC1(C)N=C(N)N=C(N)N1c1ccc(Oc2ccc(Cl)cc2)c(Cl)c1
    90 | .
Cc1ccnc(N2CCC(C(=O)Nc3ccc4c(c3)CCC4)CC2)n1
    95 | 0
COc1ccccc1NC(=O)C1(C)Cc2ccccc2C(=O)O1 (centres undefined)
    80 | 10
CCN(CC)C(=O)c1sc(NC(=O)c2ccco2)c(C(=O)OC(C)C)c1C
    . | 5
O=C1[C@@H]2CSCN2C(=O)CN1CCc1cccc(F)c1
    96 | 5
O=C(CSc1ccc(Cl)cc1Cl)Nc1ccc(Br)cc1
    . | -13
CNc1cc(C)nc(-n2nc(C)cc2C)n1
    113 | -1
CC(C)CNC(=O)c1cc(-c2ccc(Cl)c(Cl)c2)on1
    84 | 2
COc1ccccc1N1CCN(C(=O)c2ccc(CN(c3cc(Cl)ccc3C)S(=O)(=O)c3ccccc3)cc2)CC1
    . | 5
Cc1ccc(C(=O)/C=C2\C(=O)Nc3ccccc32)cc1
    . | 10
COc1ccc2nc(/N=C(/N)NC(=O)Cc3ccc(Cl)cc3)nc(C)c2c1
    . | -7
CSc1nc2ccc(NC(=O)C3CC(=O)N(Cc4ccco4)C3)cc2s1 (centres undefined)
    . | 11
CCCOc1cccc(C(=O)Nc2cc3nn(-c4ccccc4)nc3cc2C)c1
    . | 6
O=C(NCc1ccccc1)C1CCN(S(=O)(=O)c2cccc3cccnc23)CC1
    100 | 0
Cc1ccc(C(c2sc3nc(C)nn3c2O)N2CCN(C(=O)c3ccco3)CC2)cc1 (centres undefined)
    101 | .
COc1ccc(C2CC(=O)C(C)(C)O2)cc1 (centres undefined)
    . | -7
CCOC(=O)CSc1ncnc2c1nnn2-c1ccc(F)cc1
    111 | 7
CCCCn1nnnc1SCC(=O)c1ccc(C)c(C)c1
    83 | 10
CCOC(=O)c1cccnc1SCc1cc(=O)n2ccccc2n1
    67 | 0
O=C1C=CC2=C3Oc4c(ccc5cc(O)ccc45)C(c4ccccc4C(=O)O)C3C=CC2=C1 (centres undefined)
    . | 103*
CC(C(=O)NCc1cccs1)n1cccc1 (centres undefined)
    101 | 7
Cc1cc(Br)c2c(c1)=C(c1sc(N3CCCCCC3)nc1O)C(=O)N=2
    77 | 10
COCCN1Cc2cccc(C(=O)NCc3ccccn3)c2C1=O
    99 | 0
CCC1=NN2C(=N)/C(=C/c3ccc(-c4ccc(C(=O)O)cc4)o3)C(=O)N=C2S1
    . | 57*
CCOc1ccccc1NC(=O)CSc1ncnc2c1oc1ccccc12
    85 | -9
COc1ccccc1NC(=O)COc1ccc(C)cc1C
    . | 8

Three compounds picked at random from the list so far:
Each structure is followed by: BAP1 block | HePTP inhibitor
CCC1=NN2C(=N)/C(=C/c3ccc(-c4ccc(C(=O)O)cc4)o3)C(=O)N=C2S1
    . | 57*
CC(C(=O)NCc1cccs1)n1cccc1 (centres undefined)
    101 | 7
CCOC(=O)CSc1ncnc2c1nnn2-c1ccc(F)cc1
    111 | 7

(next part)
Structure | BAP1 block | HePTP inhibitor
O=C(/C=C/c1ccc(-c2ccccc2Br)o1)c1ccc(Cl)cc1 | . | 0
Cc1ccccc1NS(=O)(=O)c1cc(S(C)(=O)=O)ccc1Cl | 129 | -2
O=C(NC(=S)Nc1cccc(NC(=O)c2ccco2)c1)c1ccc(Cl)cc1 | . | 7
O=C(NCC1CCCO1)c1cc(-c2ccc(Cl)cc2)nc2ccccc12 (centres undefined) | . | 2
Cc1cccc(NC(=O)COc2ccc3ccccc3c2)c1C | . | -1
O=C(Nc1ncc(Cc2ccccc2)s1)c1cccs1 | 61 | 4
O=C(Nc1cccc(-c2nc3ncccc3o2)c1)c1ccc(OCc2ccccc2)cc1 | 76 | .
O=C(C1CCN(C2CC(=O)N(c3cccc(Cl)c3)C2=O)CC1)N1CCCCCC1 (centres undefined) | 92 | -10
COc1ccc(Cl)cc1C(=O)Nc1ccc(F)cc1 | . | 6
Cc1cc(/C=C2\NC(=O)NC2=O)c(C)n1-c1ccc(N(C)C)cc1 | . | -12
COc1cc(OC)c([N+](=O)[O-])cc1/C=C1/C(C)=C(C#N)c2nc(N)c(C#N)c(C)c21 | . | -2
O=C(COc1ccc(Cl)cc1Cl)N/N=C/CCc1ccccc1 | . | -11
CCOC(=O)C(=O)Nc1ccc(S(=O)(=O)Nc2nccc(C)n2)cc1 | . | -9
CN(C)c1ccc(/C=C2\C(=O)NC(=O)N(c3ccc(Cl)cc3)C2=O)cc1Br | . | -2
C=CCn1c(NC(=O)c2ccco2)c(S(=O)(=O)c2ccccc2)c2nc3ccccc3nc21 | . | 8
O=C(Nc1ccc(Cl)cn1)c1cccc2c(Br)cccc12 | . | -1
CCc1ccc(CNC(=O)CN2C(=O)COc3ccccc32)cc1 | 95 | -4
Nc1nc(CSc2n[nH]c(-c3ccccc3)n2)nc(Nc2ccccc2)n1 | 92 | 2
Cc1ccccc1NC(=O)C(c1ccc([N+](=O)[O-])cc1)N1CCOCC1 (centres undefined) | 77 | .
NC1CCCCC1N=Cc1c(O)n(CCc2ccc(F)cc2)c(=O)[nH]c1=O (centres undefined) | 68 | 7
Cc1nn(-c2ccccc2)c2nc(-c3ccncc3)cc(C(=O)NCc3ccco3)c12 | 66 | -10
O=C1OCc2cc(NC(=O)C3COc4ccccc4O3)ccc21 (centres undefined) | 94 | -1
CC(=O)NCc1cccc(CNC(C)=O)n1 | 76 | 4
CCn1c(C2CC(=O)N(Cc3ccccc3)C2)nc2ccccc21 (centres undefined) | 96 | 4
COc1ccc(/C=N/N(C)C2=NS(=O)(=O)c3cc([N+](=O)[O-])ccc32)cc1 | . | -2
NS(=O)(=O)c1cccc(NC(=O)c2cccs2)c1 | . | 1
O=C(O)c1cc(-c2ccc3c(c2)OCO3)nc2ccc(Br)cc12 | . | 5
O=[N+]([O-])c1ccc2nc(Sc3nnc(-c4ccccc4)n3-c3ccccc3)sc2c1 | . | -4
O=C(COC(=O)C(O)c1ccccc1)NC12CC3CC(CC(C3)C1)C2 (centres undefined) | 108 | -5
C=CCNC(=O)c1ccccc1C(=O)c1ccccc1 | . | -25
O=C(CSc1ncc(-c2ccccc2)n1-c1ccccc1)NCc1ccco1 | . | 7
Cc1c(NC(=O)OCc2ccccc2)c(=O)n(-c2ccccc2)n1C | 104 | 6
Cc1cc(C)nc(NC(=O)CSc2ccccn2)n1 | 77 | 2
COCc1cc(C2C(C(=O)c3ccco3)=C(O)C(=O)N2CCOCCO)ccc1O (centres undefined) | 76 | 3
CCN(CC)S(=O)(=O)c1ccc(C)c(C(=O)O)c1 | . | 8
